Source: PubChem
CaV13 FRET inh: Disruptors of the CACNA1D IQ motif to Ca2+-dependent inactivation inhibitor domain association, primary screening, Förster resonance energy transfer in intact living … | HEK cells, CFP/YFP FRET ICDI-IQ, plate reader, 10 min; percent FRET-ratio fall versus neutral wells | AID 743397 | hit rate 0.098% among 340,000 | inhibition, % at 12.3 µM;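 active = mean replicate inhibition of at least 30% and at least 1% of replicates passing that level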;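 note: 0% = median of the neutral control wells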
MC4R ag barr: MC4R agonists recruiting beta-arrestin, primary screen, cell-based, luminescence, agonist arm of biased-ligand search | activation, % at 8.9 µM | Melanocortin receptor 4 (Homo sapiens), P32245 | U2OS MC4R beta-arrestin complementation; percent of melanotan II response, DMSO zero | hit rate 0.98% among 360,000 | AID 540308, 2011;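 active = activation above a per-plate cutoff, the mean activation of sample wells on that plate plus 3 SD, cut at about 8% in these data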
Cardio protect: cardioprotection against H2O2-induced cell death, primary screen, uHTS, H9c2 cells, ATPLite luminescence; H9c2 cardiomyocytes, H2O2 injury protection, 2 h; protection from H2O2 cell death, % at 20 µM; hit rate 0.63% among 360,000; AID 588492, 2011;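 active = compounds giving at least 50% protection of heart cells from peroxide-induced death in the single-dose screen, raw or plate-pattern-corrected value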;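 note: 0% = DMSO wells with peroxide and 100% = DMSO wells without peroxide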
m5-HT2A agonist: mouse Htr2a agonists via beta-arrestin recruitment, primary screen, cell-based, luminescence; 5-hydroxytryptamine receptor 2A (Mus musculus), P35363; CHO-K1 mHTR2A beta-arrestin complementation; percent of 30 µM serotonin response; activation, % at 7.6 µM; hit rate 0.66% among 360,000; AID 624169, 2012;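 active = activation above a run cutoff, the mean activation of all tested compounds plus 3 SD, cut at about 14% in these data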;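 note: 0% = plate median of compound wells and 100% = 30 µM serotonin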
N-glyco inh: increase of ERlucT glycosylation luciferase signal, primary screen, N-linked glycosylation inhibitor project, D54 ERlucT cells, luminescence, set 2; reporter increase, % at 12.5 µM; hit rate 0.23% among 360,000; D54 ERlucT glycosylation luciferase reporter, 24 h; percent of 100 nM tunicamycin response;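 active = mean luciferase reporter signal, scaled so untreated is 0 and the glycosylation-blocking control 100, at or above a set limit in every replicate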;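 note: luciferase carries N-glycosylation sites so blocking glycosylation raises the light; 0% = median of neutral control wells and 100% = median of 100 nM tunicamycin wells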
Vif inh: HIV Vif self-association inhibitors, primary screen, imaging, HEK293T, single point. inhibition, % at 7.49 µM. hit rate 0.35% among 340,000. HEK293T cells, Vif self-association by quenched fluorescence, 24 h; in the data active = inhibition above about 50%, passing the limit was not always enough; note: some results filed as inactive read as strong as hits
PDI turbidity: inhibitors of human PDI, primary screen, biochemical, turbidity, single point, plate reader; inhibition, % at 10 µM; PDI insulin aggregation turbidity, A650, 90 min; Protein disulfide-isomerase (Homo sapiens), P07237; hit rate 0.052% among 350,000;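 active = mean inhibition across replicates of 30% or more, whatever share of single replicates reach that level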;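 note: absorbance from insulin aggregation driven by PDI reduction with DTT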
aDG glyco up: activators of alpha-DG glycosylation, primary screen, uHTS, Pro5-aDG cells, AlphaScreen; alpha-DG glycosylation AlphaScreen (IIH6); 0% Pro5, 100% B10-LARGE cell signal; activation, % at 10 µM; hit rate 0.22% among 360,000;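 active = activation of at least 8% versus controls, or a plate z-score of at least 8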;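 note: Pro5 are CHO cells carrying HIG-tagged alpha-DG that lacks glycosylation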
MC4R antag cAMP: MC4R antagonists of cAMP signaling, primary screen, cell-based, TR-FRET, antagonist arm of biased-ligand search; MC4R-expressing cells, MTII-stimulated cAMP, LANCE TR-FRET; AID 540295, 2011; inhibition, % at 6.5 µM; hit rate 0.48% among 360,000;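 active = inhibition above its plate's cutoff, the mean of tested wells on that plate plus 3 SD, cut at about 29% in these data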;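 note: 0% = Melanotan II alone and 100% = Melanotan II plus saturating MCL0020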
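Test system: U2OS cells stably expressing human melanocortin 4 receptor (MC4R); also added: Melanotan II challenge; compound: 6.5 µM single dose; timing: 30-min compound preincubation, 1-h Melanotan II challenge, 1-h detection, room temperature; signal: Eu-cAMP/anti-cAMP TR-FRET, emission 671 nm; repeats: one well per compound, no replicates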
ABCB6 inh 2: ABCB6 transporter inhibitors, primary screen, K562-ABCB6 cells, flow cytometry, MLPCN library; ATP-binding cassette sub-family B member 6 (Homo sapiens), Q9NP58; K562-ABCB6 porphyrin accumulation, 1 h; hits give low values; fluorescence ratio to DMSO, % at 10 µM; hit rate 0.19% among 360,000;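 active = fluorescence ratio to DMSO below 75%, the collection mean minus 3 SD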;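 note: signal is porphyrin accumulated inside mitochondria; 100% equals median channel fluorescence of DMSO control wells; lower ratio means ABCB6 inhibition with less porphyrin fluorescence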
Target sequence (Q9NP58 whole entry, looked up): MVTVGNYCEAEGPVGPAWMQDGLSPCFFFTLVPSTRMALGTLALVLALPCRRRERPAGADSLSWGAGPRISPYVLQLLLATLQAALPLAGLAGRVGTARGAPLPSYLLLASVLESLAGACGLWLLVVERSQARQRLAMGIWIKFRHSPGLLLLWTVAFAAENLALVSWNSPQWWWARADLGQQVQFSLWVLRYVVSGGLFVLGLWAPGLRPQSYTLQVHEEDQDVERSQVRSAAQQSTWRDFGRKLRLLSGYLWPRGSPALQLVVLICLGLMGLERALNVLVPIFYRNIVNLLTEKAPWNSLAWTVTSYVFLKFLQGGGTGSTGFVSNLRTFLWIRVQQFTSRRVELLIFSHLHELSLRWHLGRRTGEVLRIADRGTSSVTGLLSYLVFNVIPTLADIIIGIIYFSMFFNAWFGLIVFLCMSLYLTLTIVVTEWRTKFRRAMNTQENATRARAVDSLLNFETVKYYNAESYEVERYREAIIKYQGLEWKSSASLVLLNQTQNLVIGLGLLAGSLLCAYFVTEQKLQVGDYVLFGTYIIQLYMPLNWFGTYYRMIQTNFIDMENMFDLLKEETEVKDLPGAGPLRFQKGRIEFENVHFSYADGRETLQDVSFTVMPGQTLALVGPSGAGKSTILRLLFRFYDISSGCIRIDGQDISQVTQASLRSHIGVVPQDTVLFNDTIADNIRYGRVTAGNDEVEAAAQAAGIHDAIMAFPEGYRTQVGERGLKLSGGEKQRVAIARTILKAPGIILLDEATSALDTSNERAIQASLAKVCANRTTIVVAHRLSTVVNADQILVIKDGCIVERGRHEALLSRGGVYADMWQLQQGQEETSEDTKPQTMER
Starred values were filed as active, the others as inactive; x = no result given.

SMILES	CaV13 FRET inh	MC4R ag barr	Cardio protect	m5-HT2A agonist	N-glyco inh	Vif inh	PDI turbidity	aDG glyco up	MC4R antag cAMP	ABCB6 inh 2
O=C(CCC1CCCC1)N=C1SC2CS(=O)(=O)CC2N1Cc1ccccc1 (stereo unspecified)	-7	0.8	-7	-2	-3	-3	8	0.1	12	101
CC(C)CC(NC(=O)C(NC(=O)C1CCC(=O)N1C(=O)OCc1ccccc1)C(C)C)C(=O)N1CCCC1C(N)=O (stereo unspecified)	-3	0.4	2	8	-2	10	1	0.0	20	102
Cc1ccc(C)c(OCc2cc(C(=O)N(C)Cc3nccs3)no2)c1	-3	1.4	-4	-2	0	-1	4	0.1	-3	94
Cc1cc(OCCN2CCN(S(=O)(=O)c3ccccc3F)CC2)ccc1C(C)C	-6	2.0	-17	-8	-1	5	-4	-0.3	14	97
Cc1ccc(NC(=O)CNCc2ccc(Cl)cc2Cl)cc1S(=O)(=O)N(C)C	-2	-1.2	-12	-5	3	0	4	0.3	5	95
CSc1cc(SC)ncn1	-17	-1.6	-2	13	0	7	12	0.1	-2	97
O=C(Cn1cnc2c(cnn2-c2ccccc2Cl)c1=O)N1CCc2ccccc21	-4	3.2	-4	3	0	-5	6	0.0	14	99
CCC(=O)c1ccc(OCC(O)CNC2CCCC2)cc1 (stereo unspecified)	-1	-2.7	2	2	-2	-2	4	-0.1	-3	98
O=c1[nH]c2ccsc2c(=O)n1-c1ccc(F)cc1	-5	-2.1	7	-2	2	35	-6	-0.2	1	90
CC(C)C(=O)Nc1ccc(C(=O)Nc2ccc(S(=O)(=O)N3CCOCC3)cc2)cc1	x	-1.1	-1	1	0	12	19	0.1	3	98
O=C(Nn1cnnc1)c1cc(-c2ccccn2)nc2ccccc12	x	1.5	-5	0	2	4	-2	-0.5	6	101
Cn1cc(S(=O)(=O)Nc2ccc(F)cc2F)c(=O)n(C)c1=O	-5	1.2	6	7	1	-1	x	0.5	-1	96
COc1ccc(N(Cc2cc3ccccc3[nH]c2=O)S(C)(=O)=O)cc1	-3	1.1	5	-3	1	-2	7	0.0	5	88
CCCc1[nH]nc2c1C(c1ccc(OCCN3CCOCC3)c(OCC)c1)C(C#N)=C(N)O2 (stereo unspecified)	x	-2.0	16	4	-1	2	-3	0.0	3	91
CN(CC(=O)Nc1ccccc1C(F)(F)F)C(=O)C1CCN(C(=O)c2ccc(Cl)cc2)CC1	-12	-3.2	-3	6	0	-1	6	0.2	11	133
COc1ccc(C(=O)NC2CCN(C(=S)Nc3cccc(C)c3C)CC2)cc1	-8	-2.7	6	-3	3	-1	2	-0.1	1	86
Cc1cc(Nc2ccc(F)cc2C)n2nc(C)nc2n1	-2	-0.8	10	2	-1	8	x	0.0	4	105
COc1ccc(CC(=O)N2CCc3ccccc3C2)cc1	-4	-1.7	4	-3	-1	0	5	0.1	-1	99
COCC(=O)Nc1c(I)c(C(=O)NCC(O)CO)c(I)c(C(=O)N(C)CC(O)CO)c1I (stereo unspecified)	-5	0.3	-5	3	2	-2	-1	-0.2	-4	105
CCOC(=O)N1CCN(Cc2nc(-c3cccs3)no2)CC1	-4	-3.2	5	3	1	-3	-5	-0.1	3	98
Nc1nc(-c2ccc(Br)s2)c(Br)s1	-5	2.4	-6	3	1	1	-9	-0.1	-3	89
CCCCSc1nnc(-c2ccc(NC(=O)CCc3ccccc3)cc2)n1C	-4	0.3	3	-1	1	-10	-3	0.1	-1	85
O=C(OCCCN=C1NS(=O)(=O)c2ccccc21)c1ccc(F)cc1	x	-1.0	3	-4	0	-10	6	-0.1	0	96
CC1CCCN(C(=O)Cn2nnc(-c3ccc([N+](=O)[O-])cc3)n2)C1 (stereo unspecified)	-12	-0.8	5	-1	2	1	6	0.0	-3	97

Arranged by length of the SMILES (high to low): part of the list above
SMILES	CaV13 FRET inh	MC4R ag barr	Cardio protect	m5-HT2A agonist	N-glyco inh	Vif inh	PDI turbidity	aDG glyco up	MC4R antag cAMP	ABCB6 inh 2
CC1CCCN(C(=O)Cn2nnc(-c3ccc([N+](=O)[O-])cc3)n2)C1 (stereo unspecified)	-12	-0.8	5	-1	2	1	6	0.0	-3	97
O=C(OCCCN=C1NS(=O)(=O)c2ccccc21)c1ccc(F)cc1	x	-1.0	3	-4	0	-10	6	-0.1	0	96
CCCCSc1nnc(-c2ccc(NC(=O)CCc3ccccc3)cc2)n1C	-4	0.3	3	-1	1	-10	-3	0.1	-1	85

More compounds follow:
SMILES	CaV13 FRET inh	MC4R ag barr	Cardio protect	m5-HT2A agonist	N-glyco inh	Vif inh	PDI turbidity	aDG glyco up	MC4R antag cAMP	ABCB6 inh 2
O=C(N/N=C/c1ccc(N2CCOCC2)cc1)c1ccccn1	-2	-1.3	-18	3	-10	-1	-18	0.1	-4	100
Cc1ccc(-c2nnc(Cc3ccc(Cl)cc3)o2)cc1	-6	-0.4	-16	4	-1	-5	-6	0.1	0	95
O=C(Cn1c(=O)n(-c2ccccc2)c(=O)c2oc3ccccc3c21)Nc1ccccc1	-7	-2.4	14	1	1	-9	0	-0.1	17	98
Nc1nnc(SCC(=O)Nc2ccc3c(c2)OCCO3)s1	x	-0.7	-1	1	-1	-1	0	0.2	-5	103
O=C(Nc1nc2ccc(S(=O)(=O)N3CCOCC3)cc2s1)c1cccs1	-5	-0.5	0	1	0	-25	-6	-0.2	14	103
NC(=O)c1[nH]cnc1N=NN(CCO)Cc1ccccc1	-7	1.0	2	3	0	0	-8	-0.3	4	99
O=C(Nc1ccc(F)c(Cl)c1)c1nsc(Cl)c1Cl	-18	2.1	-9	-2	-4	3	9	-0.1	2	84
COc1ccc(S(=O)(=O)N2CCCCCC2)cc1NC(=O)CCc1cc(OC)c(OC)c(OC)c1	-3	-3.3	-1	0	-2	4	13	-0.2	9	97
O=C(O)c1ccc(C=NNC(=O)c2cccc3ccccc23)cc1	-3	-1.6	-1	-2	0	-5	-2	0.1	-4	89
CCc1ccc(N2CC(C(=O)Nc3ccc(S(=O)(=O)N4CCOCC4)cc3)CC2=O)cc1 (stereo unspecified)	-6	-1.3	-8	6	3	-12	3	-0.1	1	96
CN1CCN(CCc2nc3cc(NC(=O)c4ccco4)ccc3n2C)CC1	-4	-1.0	0	2	-2	1	-3	0.1	3	95
Cc1nn(C(C)CC(=O)O)c(C)c1C (stereo unspecified)	-5	-0.7	0	2	0	3	-2	0.3	3	98
Cc1cccc(NC(=S)N2CCC(C(=O)c3ccc(F)cc3)CC2)c1	-2	0.1	3	-11	-1	-4	-5	0.0	4	101
CCOC(=O)c1c(C)[nH]c(C)c1C(=O)COC(=O)CCOc1ccccc1OC	x	-1.0	2	-1	2	-2	-1	0.1	-7	149
O=C(O)c1cccc2c1C(=O)c1cc(Br)ccc1S2(=O)=O	-11	-0.4	8	-1	1	-3	2	0.0	6	104
Cc1cccc(C(=O)NCC(=O)OCC(=O)N(C)CC(=O)Nc2ccc(F)cc2)c1	-6	-1.2	-1	-2	-1	-9	3	-0.2	4	97
Cc1ccc(SCC(=O)Nc2ccc3c(c2)C(=O)NC3=O)cc1	-7	-1.2	-3	-4	-2	8	-1	-0.4	16	88
CC(C)COc1ccc(C/C(N)=N/n2cnnc2)cc1	-3	-2.1	-9	0	0	-8	-8	3.9	-7	91
O=C(c1ccccc1NS(=O)(=O)c1ccc2c(c1)OCCO2)N1CCOCC1	-7	-0.5	-2	-3	0	x	5	-0.1	10	94
COc1ccc(-n2cc(CN3CCCC3)c(-c3cccc(F)c3)n2)cc1	5	2.3	-2	-1	-1	-1	1	-0.1	-9	91
O=C(Cn1cnc2ccccc2c1=O)Nc1ccc(-c2nnc3n2CCCCC3)cc1	-8	-1.7	-1	3	3	19	3	-0.2	4	100
COc1cc(NC(=O)c2ccccc2)c(OC)cc1NC(=O)Cc1ccc(C)cc1	-5	3.7	-2	-2	-3	-1	-9	0.0	6	103
Cc1cccc(NC(=O)CN(C)C(C)C(=O)Nc2ccc(S(=O)(=O)N3CCCC3)cc2)c1C (stereo unspecified)	-4	-2.5	-1	0	-2	11	11	0.1	0	103
CCOc1ccc(C(=O)c2cc3ccc(O)cc3oc2=O)cc1	90*	-1.9	6	8	0	-2	-3	-0.6	2	102
N=c1c2c(n(Cc3cccc(Cl)c3)c3c1CCC3)CCCC2	-6	2.6	-24	1	3	-10	3	-0.3	5	101
Cc1cc(C)n(C2CC(=O)N(c3cc(Cl)cc(Cl)c3)C2=O)n1 (stereo unspecified)	-3	0.4	3	-3	0	3	-4	0.1	6	101
COc1ccc(CNC(=O)COC(=O)C(CCSC)N2C(=O)c3ccccc3C2=O)cc1 (stereo unspecified)	-6	-0.7	3	2	5	-1	0	0.1	0	103
Cc1nnc(SCC(=O)NC(C)(C)C)n1CCc1ccccc1	x	0.5	-1	-3	0	5	-29	-0.1	5	102
CCCCn1c(N)c(N(Cc2ccccc2OC)C(=O)CSCC(=O)Nc2ccc(C)cc2)c(=O)[nH]c1=O	-2	-0.8	4	3	0	4	-2	0.0	6	102
COC(=O)C1=C(C(=O)OC)SC(=C2C(=S)C(C)(C)N(C(=O)C3CC3)c3ccccc32)S1	-9	-1.8	-9	3	-2	1	7	-0.5	22	94
Cc1ccccc1N1CCN(C(=S)c2ccc([N+](=O)[O-])cc2)CC1	-19	-2.4	-7	4	-7	1	-12	-0.5	0	93
O=S(=O)(c1ccc2c(c1)OCCO2)N1CCC(c2nc3ccccc3[nH]2)CC1	-3	1.3	5	-4	-1	1	-3	0.0	12	89
O=C(Nc1ncc2c(n1)-c1ccccc1OC2)c1ccc(Cl)cc1	x	-0.8	2	-3	0	5	-14	-0.2	2	101
CCCCC[C@@H](C)N1C[C@@H](COCc2ccccc2)Oc2cc(N3CCC[C@H]3CO)ccc2S1(=O)=O	-10	x	x	-6	x	x	x	0.1	x	96
Cc1ccccc1NC(=O)CON=C(N)c1ccccc1	-5	-2.4	2	-6	0	-9	8	-0.1	5	99
COc1ccc(S(=O)(=O)NC2CCCCC2)c(C)c1C	-3	0.6	-20	3	-1	-10	2	0.0	1	99
O=C(CCNC(=O)c1ccc([N+](=O)[O-])cc1)NCC1COc2ccccc2O1 (stereo unspecified)	-7	-2.5	-2	0	0	4	-6	0.0	9	97
COc1ccc(-c2cc(C(=O)NCC(C)C)no2)cc1	-7	0.0	-2	1	0	4	-3	0.1	-4	95

Not a hit list, and some 3.6% of all compounds hit somewhere here.
